Source: PubChem
S2 tox = Viability Counterscreen for Primary qHTS for Inhibitors of ATXN expression; S2 cells (HEK-293 line with an ATXN2-luciferase reporter) viability, CellTiter-Fluor protease fluorescence, 24 h; Potency, µM (doses to about 56.7 µM), hits mostly cytotoxic; 400,000 tested, 0.49% active; further: potency means the concentration at half of the fitted maximal effect; nearly all actives have a fitted effect of over 40% in size
KB-V1 cytotox = qHTS assay for MDR1-selective chemotherapeutics: Primary screen using the drug-selected MDR subline cells KB-V1 | KB-V1 MDR cells viability, CellTiter-Glo, 72 h | Potency, µM (top dose mostly 46.1 µM), without a hit: at the top dose activity change, negative = cytotoxicity, hits mostly cytotoxic | 400,000 tested, 3.4% active | AID 1347076, 2019; further: potency means the concentration at half of the fitted maximal effect; on the % scale 0 is the no-effect control and ±100 the full control effect; nearly all actives have a fitted effect of over 60% in size
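KB-V1, DMEM (no phenol red) + 10% FBS; cpd pin-transferred, titration series; 72 h, 37 degrees C; CellTiter-Glo, luminescence. Data normalized, curve-fit.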
HT1080 IDH1KD tx = qHTS for induction of synthetic lethality in tumor cells producing 2HG: qHTS for the HT-1080-IDH1KD cell line; HT-1080 IDH1 knockdown viability, ATP luminescence, 48 h; AID 686971, 2013; 360,000 tested, 2% active; Potency, µM (titrated, usually from 46.1 µM), for the others: at the top dose activity, negative = toxicity, hits mostly cytotoxic;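 further: potency means the concentration at half of the fitted maximal effect; 0% = DMSO wells and -100% = cell-free medium wells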
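HT-1080-IDH1KD cells (IDH1 knocked down), 750/well in RPMI with 5% FBS, treated with compound 48 h at 37 degrees C. Viability by CellTiter-Glo luminescence, normalised to DMSO and no-cell wells; concentration-response curves classed.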
IL-1B inflam inh = qHTS for Inhibitors of Inflammasome Signaling: IL-1-beta AlphaLISA Primary Screen. THP-1 LPS/ATP IL-1B secretion, AlphaLISA, 16 h; stronger effect = lower value. activity change, % at 57.5 µM. 360,000 tested, 4.7% active. AID 743279, 2014; in the data active means activity change below about -50%; inconclusive means mostly about -30% to -49%; further: on the % scale 0 is the no-effect control and ±100 the full control effect
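Secreted IL-1B measured by AlphaLISA bead assay after 16 h compound exposure of THP-1 cells; compounds (final up to 57.5 uM) added 1 h before LPS (250 ng/mL) and ATP (1.25 mM) stimulation; lower signal means less secretion.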
KB-3-1 cytotox = qHTS assay for MDR1-selective chemotherapeutics: Primary screen using the parental adenocarcinoma cell KB-3-1; KB-3-1 viability, CellTiter-Glo ATP luminescence, 72 h; 400,000 tested, 1.4% active; Potency, µM (doses to about 46.1 µM), for the others: at the top dose activity change, negative = cytotoxic, actives largely listed as cytotoxic; further: potency means the concentration at half of the fitted maximal effect; on the % scale 0 is the no-effect control and ±100 the full control effect; nearly all actives have a fitted effect of over 60% in size
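Parental KB-3-1 viability, qHTS format: 72 h compound exposure, 37 °C; CellTiter-Glo; media-only wells and DMSO plates as controls; concentration-effect fits on corrected data.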
HT1080NT lethal = qHTS for induction of synthetic lethality in tumor cells producing 2HG: qHTS for the HT-1080-NT fibrosarcoma cell line | HT-1080-NT fibrosarcoma viability, CellTiter-Glo ATP luminescence, 48 h | Potency, µM (highest dose often 46.1 µM), for inactives: top-dose activity, negative = less viability, most hits filed as cytotoxic | 360,000 tested, 1.6% active | AID 686970, 2013;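 further: NT is the 2HG producing partner of a matched IDH1 knockdown line; potency means the concentration at half of the fitted maximal effect; 0% = DMSO-treated cells and -100% = media-only wells without cells; nearly all actives have a fitted effect of over 55% in size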
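Toxicity toward the 2HG-producing NT line was scored as %Activity, normalised to DMSO and no-cell wells, from CellTiter-Glo luminescence after 48 hours' treatment.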
ATXN2 expr inh = Primary qHTS for Inhibitors of ATXN expression; HEK-293 ATXN2-luciferase reporter, luminescence, 24 h; 360,000 tested, 0.72% active; AID 1745845, 2022; Potency, µM (top dose mostly 57 µM), for inactives: top-dose activity change, negative = inhibition, most hits filed as inhibitors; further: potency means the concentration at half of the fitted maximal effect; on the % scale 0 is the no-effect control and ±100 the full control effect; nearly all actives have a fitted effect of over 55% in size
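ATXN2-luciferase reporter cells (luciferase flanked by upstream and downstream ATXN2 gene portions) were treated 24 h at 37 °C with compounds at up to 57 uM. SteadyGlo luminescence gave expression; GF-AFC fluorescence gave viability.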
MCF10A rereplic = A quantitative high throughput screen for small molecules that induce DNA re-replication in MCF 10a normal breast cells; MCF 10A DNA re-replication, Hoechst nuclear intensity, 48 h; Potency, µM (titrated, usually from 46.1 µM), for inactives: top-dose activity, positive = re-replication, most hits filed as activators; 350,000 tested, 2.9% active; AID 624296, 2012; further: potency means the concentration at half of the fitted maximal effect; % of control where 0% means no effect; nearly all actives have a fitted effect of over 50% in size
SW480 rereplic = A quantitative high throughput screen for small molecules that induce DNA re-replication in SW480 colon adenocarcinoma cells. SW480 DNA re-replication, Hoechst DNA content imaging, 48 h. Potency, µM (series often up to 46.1 µM), without a hit: top-dose re-replication activation, hits mostly activators. 340,000 tested, 1.8% active. AID 624297, 2012; further: potency means the concentration at half of the fitted maximal effect; % of control where 0% means no effect; nearly all actives have a fitted effect of over 55% in size
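Readout is total intensity of Hoechst-stained nuclei, excited at 405 nm and collected at 500-530 nm. Compound treatment lasted 48 hr at 37 C in 5% CO2 before staining.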
Starred values were filed as active, the others as inactive; i = inactive; ? = inconclusive; . = no result given; & = joins results of further samples; [ ] = remark or other dose. Unless noted, the call rests on the fitted dose curve; in most records, active means well fitted curve in the direction sought with a large enough effect; inconclusive means small, poorly fitted or top-dose-only effect, or another doubt; inactive means no such curve, though single readings can be large; an effect the other way counts as inactive or inconclusive. An unsorted share of the library, and some 11% of all compounds hit somewhere here.

SMILES	S2 tox	KB-V1 cytotox	HT1080 IDH1KD tx	IL-1B inflam inh	KB-3-1 cytotox	HT1080NT lethal	ATXN2 expr inh	MCF10A rereplic	SW480 rereplic
CCC(=O)NCCc1c[nH]c2ccccc12	i	10%	0%	9	8%	13%	14%	-3%	-2%
Cc1ccc(S(=O)(=O)Nc2ccc(F)c(F)c2O)cc1	.	-17%	-3%	19	?	-1%	.	.	.
CNc1oc(C)nc1S(=O)(=O)c1ccc(C)cc1	i	20%	5%	10	12%	-1%	-11%	1%	-5%
CC(C)NC(=O)c1cc(-c2ccco2)nn1-c1ccc(Cl)cc1	i	?	-15%	23	13%	-3%	3%	10%	-1%
COc1cc(OC)cc(-c2c(C#Cc3ccsc3)c3cc(-c4ccc(C(N)=O)cc4)ccc3n2C)c1	i	-6%	-14%	-7	0%	-8%	-16%	24%	4%
COc1ccc(CCn2nnnc2CN2CCN(C(=O)c3ccco3)CC2)cc1OC	i	?	8%	7	?	5%	9%	-16%	-1%
O=C(Nc1ccc(F)cc1)c1nn(-c2ccccc2)c(=O)cc1Cl	?	?	21µM*	-145*	4.6µM*	18µM*	?	?	?
COc1ccccc1N1C(=O)C2C3C=CC(C3)C2C1=O (centres undefined)	i	4%	13%	6	10%	19%	-7%	1%	-5%
CCOc1ccc(N2C(=O)CC(Sc3n[nH]c(-c4ccccc4)n3)C2=O)cc1 (centres undefined)	i	12%	1%	4	2%	1%	.	-7%	3%
COC(=O)c1c(C)nn(-c2ccc(OC(F)(F)F)cc2)c1-c1snnc1C	i	-23%	-3%	-3	-2%	-6%	-18%	1%	-7%
COc1ccc(OC2C(=O)N(c3cc(C)ccc3C)C2c2ccc(OC)c(OC)c2)cc1 (centres undefined)	i	?	1%	0	-1%	-2%	8%	0%	.
COc1ccc(C2Nc3ccccc3C(=O)N2Cc2ccccc2)cc1 (centres undefined)	i	-7%	-16%	-27	-5%	-14%	-17%	2%	15%
Cc1c(C=O)c(Cl)n(C)c(=O)c1C#N	i	4%	26%	16	2%	11%	-15%	5%	-6%
Cc1ccc(/C=c2\sc3nc(-c4cccnc4)nn3c2=O)cc1	i	12%	-1%	0	-3%	-1%	7%	-3%	0%
Cc1cc(C)cc(N2C(=O)CSC2c2cccs2)c1 (centres undefined)	i	-12%	-6%	-15	2%	-12%	-24%	1%	11%
CCOc1cc(/C=C(\C#N)C(=O)NCC2CCCO2)ccc1O (centres undefined)	?	?	1%	11	-3%&19%	1%	-18%&2%	1%	?
CN(c1ccc(C(=O)N2CCN(Cc3ccc4c(c3)OCO4)CC2)cc1)S(=O)(=O)c1ccccc1	?	-4%	-4%	-56*	-3%	-9%	-17%	24%	4%
CCCc1[nH]nc2c1C(c1ccsc1)C(C#N)=C(N)O2 (centres undefined)	i	-25%	21µM*	-228*	-18%	?	.	34%	4%
O=C(CCS(=O)(=O)c1cc2c(cc1Cl)NC(=O)CO2)NCCc1ccccc1	i	15%&0%	-6%	-4	14%&9%	5%	7%&1%	1%	-1%
CC1CC(C)CN(c2cc(=O)n(Cc3ccc(F)cc3)c(=O)[nH]2)C1 (centres undefined)	i	-3%	5%	-7	3%	-1%	?	3%	-14%

Complete entries, looked up by structure. Values in the order: S2 tox, KB-V1 cytotox, HT1080 IDH1KD tx, IL-1B inflam inh, KB-3-1 cytotox, HT1080NT lethal, ATXN2 expr inh, MCF10A rereplic, SW480 rereplic
CCOc1cc(/C=C(\C#N)C(=O)NCC2CCCO2)ccc1O (centres undefined) as listed: ?, ?, 1%, 11, -3%&19%, 1%, -18%&2%, 1%, ?
COc1cc(OC)cc(-c2c(C#Cc3ccsc3)c3cc(-c4ccc(C(N)=O)cc4)ccc3n2C)c1 as listed: i, -6%, -14%, -7, 0%, -8%, -16%, 24%, 4%
Cc1cc(C)cc(N2C(=O)CSC2c2cccs2)c1 (centres undefined) as listed: i, -12%, -6%, -15, 2%, -12%, -24%, 1%, 11%
COc1ccc(CCn2nnnc2CN2CCN(C(=O)c3ccco3)CC2)cc1OC as listed: i, ?, 8%, 7, ?, 5%, 9%, -16%, -1%

More compounds follow:
SMILES	S2 tox	KB-V1 cytotox	HT1080 IDH1KD tx	IL-1B inflam inh	KB-3-1 cytotox	HT1080NT lethal	ATXN2 expr inh	MCF10A rereplic	SW480 rereplic
O=C(Cc1ccccc1)Nn1cnc2ccccc21	?	8%	5%	35	10%	2%	13%	-4%	-1%
CC1(C)CC(=O)C2=C(C1)N(c1cccc(Cl)c1)C(=O)NC2(C(F)(F)F)C(F)(F)F	i	?	-8%	22	-9%	-4%	-17%	1%	-4%
Cc1nc(N)sc1N=Nc1c(C)n(C)n(-c2ccccc2)c1=O	?	-1%	-2%	16	-1%	-10%	12%	1%	-7%
O=C(CCNS(=O)(=O)c1ccc(Cl)cc1)N1CCN(c2ccccn2)CC1	i	0%	-11%	-2	0%	-14%	-5%	15%	0%
CCS(=O)(=O)NCc1csc(-c2ccccc2)n1	i	-16%	8%	21	0%	4%	5%	0%	-15%
Cc1nc2sc(-c3ccccc3)cc2c(=O)n1/N=C/N(C)C	i	0%	6%	13	1%	16%	48%[activator]	-9%	3%
COc1ccc(C2c3cc(OC)c(OC)cc3CCN2S(C)(=O)=O)cc1OC (centres undefined)	i	?	-9%	38	-22%	-2%	-1%	5%	?
CCc1ccc(C(=O)NNC(=O)C2CCN(c3ncnc4sc(C)c(C)c34)CC2)cc1	i	?	-30%	?	-9%	-29%	?	-13%	-109%[inhibitor]
O=C(C[C@@H]1C/C=C\CC[C@@H](Cc2ccc(F)cc2)C(=O)OC[C@@H]2CCCN2C1=O)NCCO	i	?	0%	16	12%	5%	7%	?	-3%
O=C(NN=C1c2ccccc2-c2ccccc21)c1ccccc1Br	i	16%	?	-6	-20%	?	-15%	28%	3%
Cc1noc(C)c1S(=O)(=O)N(CC(=O)N1CCCCCC1)c1ccc(C(C)C)cc1	?	12%	1%	-9	4%	-8%	-16%	-2%	-3%
Cc1ccc(NC(=S)c2nc3ccccc3[nH]2)c(C)c1	i	?	-24%	2	21µM*	-19%	82%[activator]	?	1%
O=C(NCc1nc(-c2ccc(C(F)(F)F)cc2)no1)c1cccs1	i	10%	1%	-21	2%	-5%	-11%	7%	15%
CCc1ccccc1NC(=O)CSc1nnc(Cn2cnc3ccccc32)o1	i	-12%	3%[9.24 µM]	1	3%	7%	6%	-2%	-9%
CSc1ccc(S(=O)(=O)Nc2ccc3c(c2)NC(=O)CC3)cc1	i	-13%	16µM*	16	-21%	-28%	-34%	24%	3%
O=C(CSc1nnc(NC2CCCCC2)s1)NN1C(=O)NC2(CCCCC2)C1=O	i	?	-1%	0	10%	-2%	4%	?	1%
O=C(O)C1C2C=CC(C2)C1C(=O)NCc1ccco1 (centres undefined)	?	9%	10%	14	-6%	14%	-14%	-11%	-35%[inhibitor]
N#Cc1ccc(C(=O)Nc2cc(S(=O)(=O)N3CCOCC3)ccc2N2CCCC2)cc1	i	?	-3%	-21	-8%	-1%	-4%	12%	-2%
CCN(C(=O)CSc1cc(-c2ccccc2)c2ccc(OC)cc2n1)C1CCS(=O)(=O)C1 (centres undefined)	i	3%	-28%	-61*	13%	-27%	-14%	?	2%
O=C(C1CCN(S(=O)(=O)c2ccc(Br)s2)CC1)N1CCc2ccccc21	i	?	-5%	-3	?	-1%	-2%	7%	2%
Cc1ccccc1Cn1nc(C)c(NC(=O)c2cc3n(n2)C(C(F)F)CC(C(F)F)N3)c1C (centres undefined)	i	3%	8%	-21	-4%	-3%	2%	2%	2%
O=C(NC(=S)N1CCCCC1CO)c1cccs1 (centres undefined)	i	-2%	-8%	19	0%	-3%	32%	-1%	9%
CCCCCCN1C[C@@H](n2cc(COC(=O)c3ccccc3)nn2)[C@H](O)C[C@@H]1c1ccccc1	?	-23%	17%	25	1%	0%	-12%	.	.
COCCN1Cc2cccc(C(=O)Nc3ccc(C)c(F)c3)c2C1=O	i	-18%	.	.	2%	.	-5%	.	.
COc1ccc(-c2nc3ccc(C(=O)NCC(OC)OC)cc3nc2-c2ccc(OC)c(OC)c2)cc1OC	i	0%	-15%	-7	14%	-16%	-13%	1%	2%
CC(C)CCc1c(O)nc(SCC(C)C)[nH]c1=O	i	2%	6%	-3	-1%	11%	-14%	2%	-8%
CCCNC(=O)c1cc(C2CCCCN2C(=O)c2ccccc2)on1 (centres undefined)	i	6%	12%	36	0%	?	3%	.	.
NC(=O)Nc1ccc2c(c1)OCCO2	i	17%	6%	15	-6%	10%	58%[activator]	-2%	0%
COc1cccc(C2/C(=C(/O)c3ccc(F)cc3)C(=O)C(=O)N2CCN(C)C)c1 (centres undefined)	i	-2%	14%	5	4%	-3%	8%	20%	-6%
COc1ccc(/C=N/NC(=O)CN2CCCc3ccccc32)c(OC)c1	i	?	-22%	21	0%	15%	-2%	-1%	-6%
O=C(CSc1nnc(-c2ccc3c(c2)OCO3)o1)Nc1c(F)cccc1F	i	1%	9%	-6	-5%	2%	34%	-1%	-11%
Cc1cc(C(=O)NNc2ccc(Cl)cc2)no1	i	27%	2.6µM*	4	?	2.3µM*	?	7.3µM*	11%
Cc1occc1C(=O)Nc1nnc(C(F)(F)F)s1	i	9%	8%	15	1%	-21%	1%	22%	-2%
COc1ccc(S(=O)(=O)Nc2ccc3oc(C)c(C(C)=O)c3c2)cc1	?	2.6µM*	?	?	3.3µM*	?	?	5.2µM*	?
Cn1ncc2c(N)nc(NCCO)nc21	i	-3%	15%	-9	-13%	10%	-4%	0%	-6%
